# High-throughput results deposited in PubChem BioAssay by Sanford-Burnham Center for Chemical Genomics.
# TAG inh = inhibitors of triacylglycerol accumulation, primary screen, cell-based, uHTS, fluorescence, H9c2; inhibition, % at 12.5 µM; AID 651582, 2012; H9c2 cells, Nile Red lipid (TAG) fluorescence; cells loaded with 200 µM oleic acid; 230,000 tested, 0.66% active;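 active = pattern-corrected inhibition of lipid staining of at least 50% with the nuclear-stain viability signal not falling by more than 50%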;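 note: 0% = DMSO wells and 100% = triacsin C control wells; some results filed as inactive read as strong as hits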
# TAG inh DAPI viability = also measured in TAG inh; calls as there; DAPI nuclei signal change (viability), lower = more cytotoxic, %;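 whole-well DAPI fluorescence read on a plate reader as a viability signal; minus 50 percent equals half of cells still viable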
# Starred values were filed as active, the others as inactive. Only part of the results is shown; count on the stated rates, not on these rows.
# Values in the order: TAG inh, TAG inh DAPI viability
CCN(CC(=O)Nc1c(F)cccc1F)C(=O)c1cc(S(=O)(=O)N(CC)CC)ccc1N1CCCCC1
 : 0, -3
CCn1c(SCC(=O)OC)nc2cc(S(=O)(=O)N3CCOCC3)ccc21
 : -5, -3
Cc1ccc2nc(NC(=O)C3CCN(S(=O)(=O)c4cccnc4)CC3)sc2c1
 : 26, -4
COc1ccccc1C(=O)NCC(=O)OC(C)C(=O)N1CCOCC1 (stereo not given)
 : -2, 8
COC(=O)C1CCCCN1C(=O)c1ccc(OC2CCN(C(C)=O)CC2)c(OC)c1 (stereo not given)
 : 28, -7
COCCCn1c(C)cc(C(=O)CN2c3cccc4cccc(c34)S2(=O)=O)c1C
 : -13, 10
COC(=O)[C@@]1(Cc2ccccc2)[C@H]2C(=O)N(Cc3ccccc3)C(=O)[C@H]2[C@H]2CN(C)C(=NCc3ccccc3)N21
 : -17, 12
CC(=O)c1ccc2ccccc2c1OC(=O)c1ccncc1
 : -5, -3
CC1CCCN(CC(O)COC(c2ccccc2)c2ccccc2)C1 (stereo not given)
 : 19, 1
CSc1nc(NCc2ccccc2)c2c3c(sc2n1)CN(C)CC3
 : 21, 9
O=C1c2cccc3cc(Br)cc(c23)C(=O)N1Nc1ccccc1
 : -15, 3
COc1ccccc1C(=O)Nc1nc(-c2ccc(S(=O)(=O)N3CCOCC3)cc2)cs1
 : 7, 17
CSCCC(NC(=O)c1ccco1)C(=O)OCC(=O)N(Cc1ccccc1)C(C)(C)C (stereo not given)
 : 9, -6
O=C(C1CCN(S(=O)(=O)c2cnc[nH]2)CC1)N(CCc1ccccc1)Cc1ccccc1
 : -3, 9
O=C(COC(=O)c1n[nH]c2ccccc12)NC(=O)NCc1ccco1
 : -21, 4
COc1ccc(CNC(=O)CCS(=O)(=O)c2ccc3nc(C)sc3c2)cc1
 : 1, 4
C/C(=N\Nc1ccc(Cl)c(C(=O)O)c1)c1ccc[nH]1
 : -9, 9
CCN(CC(=O)Nc1c(F)cccc1F)C(=O)CSc1ccc(F)cc1
 : 12, 1
COc1ccc(C(CNC(=O)c2cc(S(=O)(=O)N3CCN(c4ccccc4)CC3)ccc2Cl)N(C)C)cc1 (stereo not given)
 : 11, 3
CC1=NN(C(=O)c2ccccc2Cl)C(O)(c2cccnc2)C1 (stereo not given)
 : 9, 7
C[C@@H](NC(=O)c1nc[nH]c1C(=O)N[C@H](C)c1ccccc1)c1ccccc1
 : 0, -4
O=c1c(-c2cnn(-c3ccccc3)c2)coc2cc(O)ccc12
 : -11, 14
Cc1nc(-c2ccccc2)sc1C1(C)CC(c2ccccc2F)=NO1 (stereo not given)
 : -27, -2
CCSc1nc2c(cnn2-c2ccc(C)cc2)c(=O)[nH]1
 : -10, 3
O=C(CCNS(=O)(=O)c1ccc2c(c1)CCC(=O)N2)Nc1ccc2c(c1)OCCO2
 : -1, -6
COc1cccc(C2C(C(=O)c3cc4ccccc4o3)=C(O)C(=O)N2CCN(C)C)c1OC (stereo not given)
 : -3, 8
CC1(C)Oc2ccc(C(=O)N3CCCCC3)cc2N(CC(=O)NCc2ccccc2)C1=O
 : -12, 4
CC(=O)c1cccc(N2C(=NC(=O)C(C)C)SC3CS(=O)(=O)CC32)c1 (stereo not given)
 : -3, -2
Cc1ccc(S(=O)(=O)NC(C)C(=O)NC2CC2)cc1 (stereo not given)
 : 9, -8
CC(C)c1nc(CNC(=O)CCc2nnc(-c3ccsc3)o2)cs1
 : 1, -1
CCCOc1ccc(CN2CCOCC2)cc1OC
 : -9, 7
CC(C)S(=O)(=O)C1=NSC2=NC(=O)/C(=C\c3ccc(-c4cccc(C(=O)O)c4)o3)C(=N)N21
 : 4, 0
COc1cccc(CNc2nccs2)c1O
 : 3, -6
Cc1nc2ccccc2n1CC(=O)N/N=C\C=C\c1ccccc1
 : -67, 2
Cn1cnnc1SCC(=O)Nc1ccc(Cl)cn1
 : -16, -3
Cc1cc(Cl)ccc1-n1c(-c2cccnc2)n[nH]c1=S
 : 7, 4
Cc1cc(NC(=O)COC(=O)C2=COCCO2)c([N+](=O)[O-])cc1C
 : -8, 8
O=C(COC(=O)/C=C/c1ccc(OC(F)F)cc1)Nc1ccc(S(=O)(=O)N2CCCC2)cc1
 : 4, -5
COCC(=O)Nc1nnc(Cc2ccc(OC)c(OC)c2)s1
 : -3, -9
O=C(NCCc1ccccc1)/C(=C\c1ccccc1)NC(=O)c1ccco1
 : -2, 2

# Fetched one by one from above, 4 records:
# Values in the order: TAG inh, TAG inh DAPI viability
COc1ccc(C(CNC(=O)c2cc(S(=O)(=O)N3CCN(c4ccccc4)CC3)ccc2Cl)N(C)C)cc1 (stereo not given)
 : 11, 3
CC1CCCN(CC(O)COC(c2ccccc2)c2ccccc2)C1 (stereo not given)
 : 19, 1
O=C(COC(=O)c1n[nH]c2ccccc12)NC(=O)NCc1ccco1
 : -21, 4
Cn1cnnc1SCC(=O)Nc1ccc(Cl)cn1
 : -16, -3

# More compounds:
# Values in the order: TAG inh, TAG inh DAPI viability
CCOc1ccc(NC(C)c2cc(Cl)ccc2O)cc1 (stereo not given)
 : -9, -2
O=C(c1ccc(=O)[nH]c1)N(Cc1ccco1)C1(C(=O)NC2CCCC2)CCCCC1
 : 5, -9
COC(=O)c1sc(NC(=O)/C=C/c2ccc(C)cc2)nc1C
 : -25, 12
CCOc1cc(C2NC(=S)NC(C)=C2C(=O)Nc2ccccc2)ccc1O (stereo not given)
 : -3, -2
CC(Sc1n[nH]c(N)n1)c1nc2scc(-c3cccs3)c2c(=O)[nH]1 (stereo not given)
 : -1, 16
O=C(CSc1nnc(SCc2ccccc2)s1)N/N=C/c1ccc(C(=O)O)cc1
 : -10, 6
CC1CC(C)CN(S(=O)(=O)c2ccc(C(=O)NNC(=O)c3ccccc3F)cc2)C1 (stereo not given)
 : 6, -3
CCN(C(=O)c1cn(C)c(=O)c2cc(OC)c(OC)cc12)c1ccccc1C
 : 0, -1
CCOc1ccc(CNC(c2ccccc2)c2ccccc2)cc1
 : -14, 2
CC(C)C[C@H]1CN=C(N(C)C)N1CC(C)C
 : 2, 6
CCCN(CC(=O)Nc1ccccc1C)C(=O)CCl
 : 21, -5
CN(c1ccc(C(=O)N2CCOCC2)cc1)S(=O)(=O)c1ccc(Cl)cc1
 : -18, 3
CS(=O)(=O)Nc1cccc(-c2ccc3nncn3c2)c1
 : -6, 6
CCc1nnc(NS(=O)(=O)c2ccc(NC(=O)/C=C/c3ccccc3Cl)cc2)s1
 : 16, -4
Cc1nnc(N/N=C\c2ccc(-c3cccc(C(=O)O)c3)o2)n1N
 : -24, 19
O=C(c1ccccc1)N1CCN(c2ncccn2)CC1
 : 11, 4
O=C(COC(=O)/C=C/c1ccc([N+](=O)[O-])cc1)Nc1ccc(F)cc1
 : -10, -2
CN(CC(=O)Nc1ccc(F)cc1)C(=O)CSc1nnc(Cc2ccccc2)o1
 : -7, -7
CC(C)(CNC(=O)CNC(=O)c1ccccc1F)N1CCOCC1
 : -10, 6
COCCNC(=O)c1ccc(NC(C)=O)cc1
 : -5, -3

# 4 structures already listed, arranged by molar mass, highest first:
# Values in the order: TAG inh, TAG inh DAPI viability
CCc1nnc(NS(=O)(=O)c2ccc(NC(=O)/C=C/c3ccccc3Cl)cc2)s1
 : 16, -4
CN(CC(=O)Nc1ccc(F)cc1)C(=O)CSc1nnc(Cc2ccccc2)o1
 : -7, -7
O=C(COC(=O)/C=C/c1ccc([N+](=O)[O-])cc1)Nc1ccc(F)cc1
 : -10, -2
CS(=O)(=O)Nc1cccc(-c2ccc3nncn3c2)c1
 : -6, 6

# Next part
# Values in the order: TAG inh, TAG inh DAPI viability
COc1ccc(NC(=O)CSCC(=O)Nc2ccc(S(=O)(=O)N3CCCC3)cc2)cc1
 : 3, -6
N#CC1(C#N)CC(C=O)=C(N)C1(C#N)CC(=O)C12CC3CC(CC(C3)C1)C2 (stereo not given)
 : 18, 2
CC1(C)Cc2c(C#N)c(N3CCN(C(=O)c4ccco4)CC3)nc(Cc3ccccc3)c2CO1
 : 12, -11
Cc1ccc(C2=CC(=O)C[C@H](c3ccc(F)cc3)C2)cc1
 : -6, -1
COc1ccc(NC(=O)C2(C)CCN2Cc2csc3ccccc23)cc1OC (stereo not given)
 : -3, -2
CN(C)c1oc(-c2ccco2)nc1S(=O)(=O)c1ccc(Br)cc1
 : -24, -6
CC(=O)c1c(C)[nH]c(C(=O)NNC(=O)COc2cc(C)cc(C)c2)c1C
 : 14, -3
CCNCCNc1ccc(Cl)cc1[N+](=O)[O-]
 : -5, 15
COc1ccc(C(c2nnnn2C(C)(C)C)N2CCN(C)CC2)cc1OC (stereo not given)
 : 3, 1
COCCCNC(=O)c1cc(S(=O)(=O)N2CCOCC2)ccc1SCc1cccc(OC)c1OC
 : -9, 12
CCc1c(C)nc(SCCOc2ccc(OC(C)C)cc2)[nH]c1=O
 : -19, 10
COc1ccc(CCN(C)Cc2ccc(C(=O)Nc3ccccc3)cc2)cc1OC
 : 19, 3
CO/N=C(\C(=O)N[C@@H]1C(=O)N2C(C(=O)O)=C(COC(N)=O)CS[C@H]12)c1ccco1
 : 2, 0
Cc1ccccc1OCC(=O)OC(C(=O)c1ccccc1)c1ccccc1 (stereo not given)
 : 1, -1
CN(C)c1ccc(NC(=O)CSc2nc(N)c(C(=O)Nc3ccc(N(C)C)cc3)s2)cc1
 : 26, -9
CCCCSc1nnc2c(n1)OC=Nc1ccccc1-2
 : 7, -7
CC1=C(C(=O)OC(C)C)C(c2ccc(O)cc2)NC(=O)N1 (stereo not given)
 : 4, 9
Cc1ccccc1N1CCN(C2CCCN(C(=O)CCc3c(C)noc3C)C2)CC1 (stereo not given)
 : 8, -5
COc1ccc(N2C(=O)CCC(C(=O)Nc3cccc(C)n3)C2c2ccc(OC)c(OC)c2)cc1 (stereo not given)
 : 13, -16
COc1cc([N+](=O)[O-])ccc1NC(=O)CCCOc1cccc(C)c1
 : 8, 10
Cc1ccc2oc(=O)c3cnn(CC(=O)NCCCOC(C)C)c3c2c1
 : 6, -12
Cc1cc2c(cc1S(=O)(=O)N1CC(C)CC(C)C1)OCC(=O)N2 (stereo not given)
 : 0, -7
COCCNc1c2c(nc3c(-c4ccccc4)c(C)nn13)CCC2
 : -3, 10
O=C(COC(=O)C1CC(=O)N(Cc2ccco2)C1)Nc1ccc(F)cc1F (stereo not given)
 : -19, 31
C#Cc1ccc([C@H]2C=C(C(=O)Nc3ccccc3)O[C@@H](OCc3ccc(CO)cc3)C2)cc1
 : -71, 7
CC(C)C[C@H](NC(=O)c1ccc(OC2CCN(C(=O)C3CC3)CC2)cc1)C(N)=O
 : 0, -2
O=C(C1CCN(S(=O)(=O)c2cnc[nH]2)CC1)N1CCN(c2ncccn2)CC1
 : -9, 4
COc1cc(NC(=O)c2cc(S(=O)(=O)N3CCCCC3)ccc2N2CCOCC2)cc(OC)c1
 : 21, -11
O=c1c(/C=N/O)coc2ccc3ccccc3c12
 : 20, -14
CCN1CCN(S(=O)(=O)c2ccc3c4c(cccc24)C(=O)N3CC)CC1
 : 11, 50
O=C(COC(=O)/C=C/c1cccc(C(F)(F)F)c1)Nc1cccc(S(=O)(=O)NC2=NCCC2)c1
 : 8, 2
Cc1cccc(S(=O)(=O)NC(=O)C2(C)CCN2C(=O)CCC2CCCC2)c1 (stereo not given)
 : 15, -4
O=c1cc(N2CCc3ccccc3C2)[nH]c(=O)n1-c1ccccc1Cl
 : -7, 0
Cc1occc1C(=O)NC1CCCN(Cc2ccc(CC(C)C)cc2)C1 (stereo not given)
 : -17, 2
CCN(CC)C(=O)Nc1c(C)n(C)n(-c2ccccc2)c1=O
 : -19, 9
CCN1C(=O)[C@H]2[C@@H](c3ccc(SC4CCCCC4)cc3)N[C@@](CC(C)C)(C(=O)OC)[C@H]2C1=O
 : 11, 2
CCO[C@@H]1OC(C(=O)O)=C[C@H](c2coc3ccccc3c2=O)[C@H]1CCCO
 : -16, -3
C=CCOn1c(=O)c(=O)n(OCc2ccccc2)c2ccccc21
 : -14, -8
COCCCn1c(SCc2cc(=O)[nH]c3ccccc23)nnc1-c1ccco1
 : 3, -5
CSc1cccc(NC(=O)C(=O)NCc2ccccc2)c1
 : -11, 6
Cc1cc(OCc2cc(C(=O)N3CCCCCC3)no2)cc(C)c1Cl
 : 25, -3
COc1ccc(NC(=O)CCCCC(=O)Nc2ccc(OC)cc2OC)c(OC)c1
 : 13, 9
COc1cccc(C2NC(=O)c3ccccc3O2)c1OCc1ccccc1F (stereo not given)
 : 8, -10
O=C(CSc1ccc(-c2cccnc2)nn1)Nc1ccccc1
 : 7, -19
Cc1c(C(=O)NCc2ccc3c(c2)cc(C)n3C)cccc1[N+](=O)[O-]
 : 12, -4
Cc1ccc(NC(=S)NC(=O)/C=C/c2ccco2)c(O)c1
 : -1, -4
CC1CCCCC1NC(=O)CSc1nnnn1C (stereo not given)
 : 2, -1
CCOc1cc(/C=C2\N=C(SC(C)C(N)=O)N(c3ccc(OC(F)F)cc3)C2=O)ccc1O (stereo not given)
 : 10, -1
O=C(O)c1ccc2c(c1)C(=O)N(c1cccc(C(=O)/C=C/c3ccccc3)c1)C2=O
 : -7, 4
O=C(NNC(=O)c1cccc2ccccc12)c1ccc(Cl)cc1
 : 2, 4

# Additional structures:
# Values in the order: TAG inh, TAG inh DAPI viability
O=C(O)c1ccc(NC(=S)NC(=O)c2cncc(Br)c2)cc1
 : 3, -3
O=C(CCc1nc2cccnc2n1Cc1ccccc1)N1CCOCC1
 : -14, 3
COc1cccc(-n2c(-c3ccc4[nH]c(C)c(C)c4c3)n[nH]c2=S)c1
 : 47, -39
CC(=O)c1sc(N)nc1C
 : 17, -6
CCN(CC)CCCNc1nc(N)c([N+](=O)[O-])c(NCCO)n1
 : -2, -1
Cc1ccc(CNC(=O)CCc2c(C)nc3c(c(C)nn3-c3ccc(C)cc3)c2C)cc1
 : 9, 4
CCc1ccccc1NC(=O)CCN1C(=O)c2ccccc2C1=O
 : -10, 0
Cc1cc(NC(=O)C(C)C)ncc1NC(=O)c1ccco1
 : -3, 7
Cc1ccc(S(=O)(=O)Cn2nnnc2CN(Cc2ccco2)Cc2cccs2)cc1
 : -6, -1
